# DAX1 inh-1: inhibitors of DAX1 repression of SF-1 activated StAR promoter; actives 1.1% (n = 370,000); inhibition, % at 6.8 µM; AID 652010; HEK293T StAR-luciferase reporter, SF-1/DAX-1 repression relief;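 active = inhibition above the mean over all tested compounds plus 3 SD, cut at about 3.6% in these data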;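 note: 0% = DAX-1 cells with DMSO and 100% = cells lacking DAX-1 with DMSO; higher inhibition means more luminescence from relief of DAX-1 repression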
# ADAM10 inh: inhibitors of human ADAM10; recombinant ADAM10, EDANS/DABCYL FRET peptide cleavage, 3 h; inhibition, % at 7 µM; actives 0.62% (n = 370,000); AID 720582;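 active = inhibition above a per-campaign cutoff equal to the mean of compounds falling between control-based bounds plus 3 SD, cut at about 20% in these data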;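 note: 0% = DMSO wells while the 100% control is not disclosed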
# PLC-gamma1 inh: blocks human PLC-gamma1 enzyme activity. P19174. purified PLC-gamma1, fluorogenic substrate, fluorescence. inhibition, % at 12.2 µM. actives 0.84% (n = 370,000). AID 720700; in the data active = inhibition above about 9.5%
# GAA850 FXN act: activators of GAA850 frataxin (FXN) promoter; HEK293 lucGAA850 FXN promoter luciferase reporter, 24 h; percent of 10 µM SAHA response; activation, % at 6 µM; actives 0.56% (n = 360,000); AID 540364;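 active = activation above the average of all compounds screened plus 3 SD, cutoff fixed separately per campaign, cut at about 7.5% in these data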;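 note: 0% = DMSO wells and 100% = 10 µM SAHA wells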
# hcDAF-12 act: activators of H. contortus DAF-12 nuclear receptor | HEK293 hcDAF-12 lit1-tk-luc reporter, luminescence; 0% DMSO, 100% Δ7-dafachronic acid | activation, % at 6.8 µM | actives 1.4% (n = 370,000) | AID 652067;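 active = activation above the mean of all tested compounds plus 3 SD, cut at about 5.5% in these data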;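 note: 100% = response to 3 µM Δ7-dafachronic acid high control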
# hgDAF12 agonist: hgDAF-12 agonism, primary luciferase screen. HEK293 GAL4-hgDAF12 UAS-luciferase reporter, agonist luminescence; normalized to butyrate control. activation, % at 6.8 µM. actives 1.8% (n = 370,000);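 active = activation above a cutoff set at the mean of all screened compounds plus 3 SD, cut at about 10% in these data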;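 note: 0% = DMSO wells and 100% = sodium butyrate wells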
# PLCb3 inh: inhibitors of human phospholipase C beta3 | Q01970 | Purified PLC-beta3, fluorogenic substrate, fluorescence | inhibition, % at 12.2 µM | actives 0.18% (n = 370,000); in the data active = inhibition above about 11%;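 note: 0% = median of compound wells on plate and 100% = full blocker control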
# Target sequence (Q01970 whole entry, looked up): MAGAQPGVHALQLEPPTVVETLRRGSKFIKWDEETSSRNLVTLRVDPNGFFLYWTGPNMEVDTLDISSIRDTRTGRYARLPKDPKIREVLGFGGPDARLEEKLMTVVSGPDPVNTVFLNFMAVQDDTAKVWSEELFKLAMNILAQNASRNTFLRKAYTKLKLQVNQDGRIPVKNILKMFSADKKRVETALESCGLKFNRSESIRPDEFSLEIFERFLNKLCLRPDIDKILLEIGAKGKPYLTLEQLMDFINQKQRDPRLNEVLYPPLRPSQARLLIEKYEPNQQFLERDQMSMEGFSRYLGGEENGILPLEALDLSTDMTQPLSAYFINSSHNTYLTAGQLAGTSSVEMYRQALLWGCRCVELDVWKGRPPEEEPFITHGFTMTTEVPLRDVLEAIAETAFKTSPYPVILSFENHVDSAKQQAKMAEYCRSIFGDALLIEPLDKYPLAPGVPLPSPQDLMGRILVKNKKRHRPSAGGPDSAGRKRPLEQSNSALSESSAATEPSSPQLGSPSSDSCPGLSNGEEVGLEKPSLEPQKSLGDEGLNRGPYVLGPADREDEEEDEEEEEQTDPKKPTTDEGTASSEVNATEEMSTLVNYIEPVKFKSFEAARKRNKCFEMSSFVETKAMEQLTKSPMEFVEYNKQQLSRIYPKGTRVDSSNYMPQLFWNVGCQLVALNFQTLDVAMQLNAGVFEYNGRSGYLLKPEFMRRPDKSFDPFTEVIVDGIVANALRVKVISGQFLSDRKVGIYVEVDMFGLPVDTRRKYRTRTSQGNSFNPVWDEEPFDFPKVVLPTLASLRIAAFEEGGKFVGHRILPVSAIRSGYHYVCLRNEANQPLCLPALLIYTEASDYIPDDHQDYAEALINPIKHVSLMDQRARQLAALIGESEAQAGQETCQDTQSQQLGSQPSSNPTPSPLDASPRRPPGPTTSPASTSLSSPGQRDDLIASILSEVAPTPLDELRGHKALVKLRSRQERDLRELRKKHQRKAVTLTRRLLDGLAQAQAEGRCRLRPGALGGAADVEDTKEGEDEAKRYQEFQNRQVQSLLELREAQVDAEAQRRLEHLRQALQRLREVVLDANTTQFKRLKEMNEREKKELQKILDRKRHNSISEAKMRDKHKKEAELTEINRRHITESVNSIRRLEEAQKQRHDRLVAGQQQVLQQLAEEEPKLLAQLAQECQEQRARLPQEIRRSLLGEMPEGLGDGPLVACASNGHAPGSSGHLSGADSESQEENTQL
# DAX1 inh-2: inhibitors of human orphan nuclear receptor DAX1 (NR0B1) | P51843 | AID 504766 | inhibition, % at 6.75 µM | actives 0.99% (n = 340,000) | HEK293 Gal4-DAX1 luciferase reporter, luminescence;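 active = inhibition above the mean over all tested compounds plus 3 SD, cut at about 4.2% in these data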;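 note: 0% = DAX1-transfected cells with DMSO and 100% = empty-vector control cells with DMSO; inhibition shows as a rise in luminescence from relieved DAX1 repression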
# ADAM17 inh: inhibits human ADAM17; P78536; recombinant ADAM17, EDANS/DABCYL FRET peptide cleavage; inhibition, % at 6.95 µM; actives 0.83% (n = 370,000); AID 720648;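 active = inhibition above the mean of compounds lying between control limits plus 3 SD, set per campaign, cut at about 8.5% in these data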;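 note: 0% = DMSO-only wells as the low control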
# HGIII-sPLA2 inh: Blocks human group III sPLA2 activity | AID 743126 | inhibition, % at 12.2 µM | actives 0.56% (n = 370,000) | QFRET BODIPY PC-A2 liposome hydrolysis, fluorescence;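 active = inhibition above mean plus 3 SD of compounds lying within the high and low control bounds, cut at about 19% in these data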;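 note: 0% = median of test compound wells and 100% = no enzyme DMSO wells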
# ssDAF-12 act: activates DAF-12 receptor from parasite S. stercoralis; actives 1% (n = 370,000); HEK293 ssDAF-12/GRIP1 lit1-tk-luc reporter, luminescence; % of 3 µM dafachronic acid response; AID 652126; activation, % at 6.8 µM;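 active = activation above the mean over all tested compounds plus 3 SD, cut at about 0.9% in these data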;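 note: 0% = DMSO-only wells and 100% = 3 µM delta7-dafachronic acid wells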
# Numbers without * were called inactive; · = no result given. The order is random. About 6.9% of those tested had a hit in this group.
SMILES,DAX1 inh-1,ADAM10 inh,PLC-gamma1 inh,GAA850 FXN act,hcDAF-12 act,hgDAF12 agonist,PLCb3 inh,DAX1 inh-2,ADAM17 inh,HGIII-sPLA2 inh,ssDAF-12 act
CN1CCN(C2CN(Cc3cn(Cc4ccccc4F)nn3)S(=O)(=O)C2)CC1 (centres undefined),-0.3,-20,-2,·,-1.2,3.0,-1,·,-8,0,-1.1
COc1ccc([C@@H]2[C@@H]3C(=O)N(C(C)(C)C)C(=O)[C@@H]3[C@]3(C)C(=O)N(c4ccccc4)C(=O)N23)cc1,0.1,0,-2,5.4,-0.9,0.1,2,0.9,-2,-16,-0.8
C/C(=N\NC(=O)c1nnn(-c2nonc2N)c1CN1CCCCCC1)c1ccc(Br)cc1,0.6,2,0,0.8,-0.6,-2.5,-2,-1.1,1,-9,-0.7
Cc1ccc(N2CC(C(=O)Nc3cccnc3)CC2=O)cc1 (centres undefined),0.0,-4,-2,2.3,-1.0,-2.2,1,0.6,-5,7,-1.6
Cc1ccc(NC(=O)CN(c2cc(C)cc(C)c2)S(=O)(=O)c2c(C)noc2C)nc1,-0.9,4,3,-3.4,-1.0,0.1,1,3.2,3,-14,-1.5
O=C(Nc1ccc(S(=O)(=O)NCCc2ccccc2)cc1)c1ccncc1,-3.1,-9,2,0.6,-5.0,-3.3,-7,-1.2,-1,-16,-1.1
CN(C)S(=O)(=O)c1cccc(NC(=O)c2cc(-c3cccs3)nc3ccccc23)c1,-1.9,-363,-304,-5.3,-0.6,-1.6,-353,-2.4,-92,-23,-1.8
CCCCCn1c(CCNC(=O)CCC)nc2ccccc21,-0.4,-12,1,-2.5,-2.0,1.4,0,1.0,0,0,-0.7
COc1ccc2c(c1)CCCC21NC(=O)N(CC(N)=O)C1=O (centres undefined),0.0,5,-4,2.2,-0.5,1.4,1,0.6,0,4,-1.3
CN1C(=O)CC(C(=O)O)SC1=Nc1cccc(C(F)(F)F)c1 (centres undefined),-0.3,-2,4,1.1,0.7,2.1,1,-0.1,-3,-7,-1.7
Cn1nc(C(C)(C)C)c([N+](=O)[O-])c1C(=O)NC(C)(C)C,0.1,1,4,0.4,-1.6,-0.1,4,-1.9,-3,-7,-1.1
c1ccc(-c2nc3ccccc3nc2N2CCOCC2)cc1,0.0,-150,-78,-1.2,0.3,-0.2,-103,-0.9,-67,6,-1.4
O=C(c1ccco1)N1CCN(Cc2nc3ccccc3[nH]2)CC1,0.6,-12,-1,0.7,-0.6,-0.8,-16,-0.7,-5,1,0.1
CCOc1ccc(N(C(=O)Nc2ccccc2)C2=NCCC2)cc1,0.9,-3,0,1.3,-0.4,3.4,1,0.0,-2,-3,-1.7
Cc1ccccc1C1CCCN(Cc2nc(CC3CC3)no2)C1 (centres undefined),0.4,1,3,-0.2,-0.7,-1.8,-3,0.8,-3,0,-1.9
Cc1ccc(NC(=O)CSC2=C(C#N)C(c3ccco3)C3=C(CC(C)(C)CC3=O)N2)cc1 (centres undefined),-0.7,-1,-31,-0.5,-1.0,-4.6,-32,2.0,2,-22,-1.8
COc1ccc(S(=O)(=O)N2CCCC2)cc1Br,-0.2,-5,-1,3.2,-0.8,-0.5,-6,2.2,-3,-3,-1.3
Cc1ccccc1NCC(=O)N/N=C/c1c(C)c(C(=O)c2ccc(Cl)cc2)n2ccccc12,-0.2,1,3,-0.7,-1.2,-2.1,0,1.1,-1,0,-0.6
CCC(=O)N1CCCC1(C)C(=O)Nc1ccc(C)c(C)c1 (centres undefined),0.2,2,-2,1.8,-0.2,0.7,2,·,1,-4,-0.9
O=C(NNC(=O)c1ccccn1)c1ccc(OC(F)F)cc1,0.5,-13,2,-1.7,2.2,4.0,0,1.1,-7,2,-0.7
CCCCCCCC(=O)NNC(=O)c1ccc([N+](=O)[O-])cc1,-0.4,7,0,-2.4,-1.2,0.1,-4,2.3,-2,-15,-1.7
CCOc1cc(C(=O)N(C)c2ccccc2)cc(OCC)c1OCC,-0.6,-4,-1,-1.6,0.1,-2.6,0,0.3,-8,7,-0.3
O=C(Cc1csc(-c2ccc(Cl)cc2)n1)Nc1cccc(S(=O)(=O)NC2=NCCC2)c1,-1.8,1,-14,0.5,-3.2,-5.0,-29,-0.7,-3,-37,-1.8
CSc1ccccc1NC(=O)C1CCN(S(C)(=O)=O)CC1,-0.8,0,2,0.0,-1.5,2.0,-2,1.2,-1,6,-0.7
CC(C)(C)c1ccc(C(=O)NCC(=O)N2CCC3(CC2)NCCc2[nH]cnc23)cc1,0.1,2,1,1.0,0.3,0.4,0,-0.2,0,5,-0.6
O=C(O)c1cccc(Cn2c(Cl)c(/C=N/NC(=O)c3ccccc3O)sc2=O)c1,-0.2,3,-24,-0.3,0.3,3.7,-36,1.4,-3,-4,-0.3
Cn1cc([N+](=O)[O-])c(C(=O)Nc2cnn(Cc3ccc(F)cc3)c2)n1,-1.5,6,0,-1.2,-2.0,-2.4,5,-1.7,-1,3,-1.7
COc1cc(/C=C2\CC/C(=C\c3cc(OC)c(O)c(OC)c3)C2=O)cc(OC)c1O,2.4,0,-32,-4.2,-2.8,9.4,-34,1.8,4,2,-1.5
O=C1[C@@H](Oc2ccccc2)[C@@H](c2ccncc2)N1c1ccccc1,0.2,-13,-3,-4.0,-1.1,5.4,-3,0.2,1,4,-0.2
CCOC1=NN(c2ccc(Cl)cc2)C(=O)/C1=C\N(C)C,-0.4,7,-2,-2.1,-1.2,-1.2,-6,-0.3,-2,6,-1.1
CCOP(=O)(OCC)C(NC(=O)C(F)(F)F)c1ccccc1 (centres undefined),-0.2,7,0,0.5,-0.5,-0.5,6,0.0,3,4,-0.6
COc1cc(/C=C2/SC(=S)N(CC(=O)NC(C)(C)C)C2=O)cc(OC)c1OC,0.8,13,-6,-1.9,-1.6,0.6,-10,0.2,3,-16,-1.1
COc1ccc(CCc2cc(OC)cc(=O)o2)cc1,1.3,-17,0,-0.9,-0.2,1.5,-2,0.2,-4,10,-0.1
COc1ccc(NC(=O)C2(C)Cc3c(-c4cccc(NC(C)=O)c4)ccnc3O2)cc1OC (centres undefined),-2.6,-3,4,-2.7,-2.0,-1.2,0,·,0,2,-0.6
CN(C)c1nc(NC(C)(C)C)nc(NC(C)(C)C)n1,0.2,8,1,-0.8,-1.4,-5.2,-1,0.0,1,6,-1.3
O=C(CN1CCN(CC(=O)Nc2ccccc2Cl)CC1)NCC1(N2CCOCC2)CCCCC1,-0.5,-4,1,-1.3,-1.2,0.3,-1,1.2,-1,-6,-1.0
CC[C@@H](C)C(C(=O)N1CCN(C(=O)OC(C)(C)C)CC1)n1cc(-c2cn([C@@H](C)C(=O)N3CCN(C(=O)OC(C)(C)C)CC3)nn2)nn1 (some centres undefined),-0.6,-3,0,1.0,-1.7,-1.2,0,-1.0,3,-10,-1.4
CCn1ncc(CN2CCCC(C(=O)Nc3cccc(-c4cc5ccccc5[nH]4)c3)C2)c1C (centres undefined),-0.7,-17,-22,1.4,-1.7,-2.8,-42,-0.4,-4,-34,-1.2
COc1ccc(S(=O)(=O)N2CCC3(CC2)OCCN3S(=O)(=O)c2c(C)cc(C)cc2C)cc1,0.3,-8,1,-1.3,-1.2,-0.5,0,3.5,-2,6,-0.5
COC(=O)CNc1n[nH]c(=S)[nH]c1=O,0.5,14,7,1.9,-0.1,-1.4,7,1.2,1,-3,-1.0
NC(=O)COC(=O)c1cccnc1Nc1ccccc1F,-0.6,-6,-5,4.9,-1.5,-1.8,-3,-0.3,-5,2,-2.1
COc1ccc(F)c(CN(C)CC2CCCN(CCc3ccc(F)cc3)C2)c1 (centres undefined),0.4,4,6,-1.1,0.1,0.1,2,4.5*,1,-16,-1.0
CCCC[C@H]1C2CC(OC(=O)Nc3ccc4c(c3)OCO4)C(C2)[C@H]2CCCCN21 (some centres undefined),-0.4,2,2,·,-0.3,7.8,3,·,0,7,-1.5
C=C1CCN([C@@H](Cc2ccccc2)C(=O)O)S(=O)(=O)c2ccccc21,-0.4,0,1,0.3,0.6,1.1,1,-0.4,-6,2,-1.1
COC(/C=C/Nc1ccc(C)cc1)=C(C#N)C#N,0.3,6,1,0.7,5.6*,-0.5,2,-0.4,-2,5,0.2
CCn1ncc(/C=N\NC(=O)c2cc(-c3ccc(C)cc3C)nc3ccccc23)c1C,-1.1,0,0,-3.6,-1.4,4.6,-1,-1.3,1,-2,0.0
CCN(C(=O)CSc1nnnn1-c1ccccc1)c1c(N)n(Cc2ccccc2)c(=O)[nH]c1=O,-0.3,-2,3,-0.3,1.6,0.2,7,0.0,1,-7,-1.4
O=C1CN(C(=O)COC(=O)CNC(=O)c2ccc(Br)o2)c2ccccc2N1,-0.6,-15,-1,-0.6,1.3,-1.2,-9,-0.3,-9,7,-1.1
COc1ccc(-c2c(-c3ccc(OCC(=O)NN)cc3O)n[nH]c2C)cc1OC,-0.8,12,2,-0.1,-0.7,0.8,-4,-0.3,1,-5,-1.1
O=S(=O)(Nc1nccs1)c1ccc(Nc2nnc(-c3ccccc3)c3ccccc23)cc1,0.7,-3,-183,2.1,0.1,-0.8,-205,-0.2,-1,-19,-1.1

# Other entries.
SMILES,DAX1 inh-1,ADAM10 inh,PLC-gamma1 inh,GAA850 FXN act,hcDAF-12 act,hgDAF12 agonist,PLCb3 inh,DAX1 inh-2,ADAM17 inh,HGIII-sPLA2 inh,ssDAF-12 act
COc1ccccc1CNC(=O)C(C)Sc1ccsc1[N+](=O)[O-] (centres undefined),-0.4,7,-4,-0.9,-2.4,-4.3,-1,-1.0,-4,1,-1.3
COc1cccc(CNC(=O)C2CCN(S(=O)(=O)N3CCCC3)CC2)c1,0.2,1,2,0.1,-1.4,-2.4,4,-0.8,3,-3,-0.7
O=C1SC(Cc2ccccc2)C(=O)N1c1ccccc1 (centres undefined),-0.4,0,0,3.6,-1.0,-1.0,-7,·,1,-33,0.0
O=C1C[C@H]2[C@H](CO)[C@@H](OC(=O)c3ccc(-c4ccccc4)cc3)C[C@H]2O1,1.6,-3,0,4.6,-0.1,2.4,-4,·,-1,-9,0.3
CN(C)S(=O)(=O)c1ccc(C(=O)NNc2nc(-c3ccccc3)c3cc(Br)ccc3n2)cc1,-0.9,20,2,1.2,-1.0,-1.8,0,1.9,7,-16,-0.7
Cc1cc(NC(=O)CSc2ncc(C(=O)O)n2-c2ccc(F)cc2)no1,1.5,-4,-1,-0.8,-0.8,0.3,-4,0.1,-6,8,-1.1
C=CCn1c(SCC(=O)Nc2c(C)n(C)n(-c3ccccc3)c2=O)nc2scc(-c3ccccc3)c2c1=O,-1.8,2,3,-4.3,-3.1,-0.4,4,-3.2,0,-3,-1.2
CCc1ccc(-c2nc(CN3CCC(C(=O)NCc4ccc(F)cc4)CC3)c(C)o2)cc1,-1.0,4,0,-2.6,0.8,0.6,0,0.0,-1,-21,-1.1

# Bioassay records: PubChem BioAssay, The Scripps Research Institute Molecular Screening Center
